mHTT-CaM PPI inh: mutant huntingtin-calmodulin interaction inhibitors – biochemical, AlphaScreen, primary screen; P42858; inhibition, % at 15 µM; AID 1671202, 2021; 190,000 compounds, 3.6% hits; AlphaScreen His-mHTT/GST-CaM binding, luminescence;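 note: 0% = both proteins with DMSO and 100% = one protein alone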
Pf apPOL block: Pf-apPOL inhibitors, biochemical, fluorescence; inhibition, % at 10 µM; 210,000 compounds, 0.25% hits; AID 1794808, 2022; Recombinant Pf-apPOL, molecular beacon fluorescence, 1.5 h; Plasmodium falciparum apicoplast DNA polymerase (apPOL)
An asterisk follows results filed as active; i = inactive; nt = not tested or not shown; & = joins results of further samples. Cut-off read from the data, not from the text of the source: active = inhibition above about 50%; inactive = the rest.

SMILES	mHTT-CaM PPI inh	Pf apPOL block
COc1ccc(N2C(=O)C3C4c5ccccc5C(CO)(c5ccccc54)C3C2=O)c([N+](=O)[O-])c1 (stereo not drawn)	25	1
CCc1nc2ccccc2nc1N1CCCC1	nt	-6
COc1cccc(OC)c1-c1cncc(C(=O)NC2CC2)c1	3	11
COc1cccc(-c2nc3ccccn3c2NC(=O)c2ccccc2)c1	25	2
COc1ccc(NC(=O)N2CCCC2c2ccccc2C)c(OC)c1 (stereo not drawn)	1	0
O=C(Cc1cccc2ccccc12)NCc1cc(-c2cccs2)on1	1	-10
S=C(NN=Cc1ccc2c(c1)OCO2)NC1CC2CCC1C2 (stereo not drawn)	nt	0
O=C(NCCC1=CCCCC1)C1CCN(c2nn3c(=O)c4c(nc3s2)CCCC4)CC1	2	4
CC(=O)c1cccc(Nc2nc(-c3c(C)nc4cc(C)ccn34)cs2)c1	39	-63
COCc1c(-c2ccccc2)c2cc([N+](=O)[O-])ccc2n1C	1	7
Cc1ccc(C(=O)N2CCC(CC(=O)NCc3cccnc3)CC2)cc1	-4	-6
Cc1cccc(CN2CCN(C3CCN(C(=O)Nc4cc(C)ccc4C)CC3)C2=O)c1	18	-13
CN(C(=O)c1ccc([N+](=O)[O-])cc1)c1ccccc1	-2	0
Cc1cc(C)c2oc(-c3cccc(NC(=O)c4cccnc4)c3)nc2c1	18	-2
OC(CNC1CCCC1)Cn1c2ccccc2c2ccccc21 (stereo not drawn)	6&1	-2&-4
Cc1ccc(NNC(=O)c2ccc(Cl)cc2)nn1	nt	1
O=C(c1ccc([N+](=O)[O-])cc1)N1CCN(C2CCCCCC2)CC1	-1	-4
COc1ccc(C=C2Oc3cc(OCC(=O)c4ccccc4)ccc3C2=O)cc1OC	-3	-18
CCOC(=O)Oc1ccc2c(=O)c(-c3ccc(OC)cc3)coc2c1	6&12	-4&0
Cc1ccc(N2C(=O)c3c(C)nc4ccccc4c3C2=O)cc1C	12	2
COc1ccc(C)cc1NC(=O)c1cc(-c2cccs2)nc2ccccc12	-8	-7
COC(=O)c1cc(Nc2ccc(F)cc2)c2cccc(F)c2n1	-9	-3
COc1cccc(NC(=O)CCN2CCC(C(N)=O)CC2)c1	-3	-12
O=C(CCc1nc(-c2ccc(Cl)cc2)no1)NNS(=O)(=O)c1cc(C(F)(F)F)cc(C(F)(F)F)c1	nt	4&2
O=C(NCCO)c1cc[n+](CC(=O)c2cccs2)cc1	-12&-1	-7&-6
CCOc1ccc2nc(N=C(N)NC(=O)c3ccccc3)nc(C)c2c1	-2	-6
COc1cc(C(Nc2cc(C)ccn2)c2ccc3cccnc3c2O)ccc1O (stereo not drawn)	100*	2
COc1ccc(C(=O)NC2CCCCCC2)cc1OC	2	3
CC(SC12CC3CC(CC(C3)C1)C2)C(=O)O (stereo not drawn)	5	-8
COC(=O)[C@H](C(C)C)N1Cc2nnn(CC3CCCCC3)c2-c2ccccc2S1(=O)=O	6	-7
NS(=O)(=O)c1ccc2c(c1)C1C=CCC1C(c1cccc3ccccc13)N2 (stereo not drawn)	94*	nt
O=C(CSc1nc2ccccc2s1)OCC(=O)c1cccc([N+](=O)[O-])c1	-7	-5
O=C(CSc1nc2[nH]ncc2c(=O)n1-c1ccc(Cl)cc1)Nc1ccccc1F	17	1
CCc1ccc(N(CC)C(=O)C2CCc3nc(N4CCOCC4)ncc3C2)cc1 (stereo not drawn)	20	-6
CSc1cccc(NC(=O)Cn2nc(C)c(Oc3ccccc3)c2C)c1	nt	2
O=C(c1ccccc1)c1nn2c(nc(=O)c3ccc(Cl)cc32)s1	1	0
O=C(NCC1CCN(Cc2ccccc2)CC1)C(=O)Nc1ccc(F)cc1F	-6	-5
CSc1ncnc2c1ncn2CC(=O)Nc1ccc(C)c(C)c1	2	2
O=C(/C=C1\Sc2ccccc2N(Cc2ccccc2F)C1=O)N1CCCC1	15	32
CCCn1ncc(N2CCC(C(=O)NCc3ccc(Cl)cc3)CC2)cc1=O	7	-2
O=C(CSCc1ccc(Cl)cc1)Nc1cc([N+](=O)[O-])ccc1O	7	-9
CCCCN1C(=O)C(O)=C(C(C)=O)C1c1ccccc1 (stereo not drawn)	-5	-4
NC(=O)c1oc2ccccc2c1NC(=O)C(=O)NCc1ccccn1	6	-3
COc1cccc(C2NC(=O)C(=O)C2=C(O)c2ccc(C)cc2)c1 (stereo not drawn)	3	-12
COc1ccc(OC)c(CNC(=O)c2cn(C3CCCC3)c(=O)c3c2c2ccccc2n3C)c1	10	1
COc1ccc(C)cc1NC(=O)C1CCN(S(=O)(=O)c2ccc(Cl)cc2)CC1	-6	-16
O=C(c1ccc(Cl)c(Cl)c1)N1CCN(c2cccc3scc(-c4ccccc4)c23)CC1	nt	1
Cc1ccc(-n2nc3c(c2NC(=O)c2cccc([N+](=O)[O-])c2)CS(=O)(=O)C3)c(C)c1	13	-3
CCCn1cc(C2=CCN(S(=O)(=O)c3ccc(C(C)(C)C)cc3)CC2)c2cccnc21	23	0
Cn1c(=O)c2c(-c3ccccc3)n(-c3ccc(F)cc3)cc2n(C)c1=O	41	75*
Following part
SMILES	mHTT-CaM PPI inh	Pf apPOL block
CN1c2ccccc2Sc2ccccc21	-28	nt
O=C(Nc1cccc(Cl)c1)c1cc(S(=O)(=O)N2CCc3ccccc3C2)ccc1F	2	-11
COc1ccc(N2CCN(CC(O)COc3cc(C)cc(C)c3)CC2)cc1 (stereo not drawn)	44	3
CCOc1ccc(C(=O)Nc2ccc(Br)cn2)cc1	-7	0
COc1cc(NC(=O)C(c2ccccc2)c2ccccc2)ccc1NC(=O)c1ccco1	-1	-3
O=C(Nc1ccc(Cl)cc1F)C1CCN(c2cncnc2N2CCCC2)CC1	1	0
COc1cccc(C2CC(c3cccc(Br)c3)Nc3nnnn32)c1OC (stereo not drawn)	32	-2
COc1ccc(C(=O)O/N=C(\N)Cc2ccc(Cl)cc2)cc1	i	-1
Cn1c2ccc(Br)cc2c2nnc(SCCN3CCOCC3)nc21	80*	-2
Cn1nc(NC(=O)Cn2ccc(C(F)(F)F)n2)c2ccccc21	nt	4
O=C(Nc1ccc(O)c2c(=O)cc(-c3ccccc3Cl)oc12)c1ccc(Br)cc1	21	-4
COc1ccccc1Oc1ccc2c(c1)C(=O)N(c1ccccc1C(=O)O)C2=O	-10	-5
CCCCC1(CC(=O)N2CCOCC2)C(=O)N(c2ccccc2)N(c2ccccc2)C1=O	17&36	-9&-6
Cc1cc(C)n(C(=O)c2ccc(Br)cc2)n1	-6	2
Cc1cc(-c2nnc(NC(=O)c3ccc4c(c3)OCCO4)o2)n(C)n1	-17	-3
COc1cc(OC)c(OC)cc1C=NCC1COc2ccccc2O1 (stereo not drawn)	12	1
O=C(CSc1cc(N2CCCC2)ncn1)N1CCc2ccccc21	-3	-8
Cc1ccc(N(CC(O)Cn2nnc3ccccc32)S(=O)(=O)c2ccccc2)cc1 (stereo not drawn)	9	-6
O=C(C1=C(O)C(=O)N(CCCN2CCOCC2)C1c1ccco1)c1ccco1 (stereo not drawn)	2	nt
CCN1CCCC1CNC(=O)Cn1c(C)cc2ccccc2c1=O (stereo not drawn)	3	-4
CC(=O)NC1CCN(c2ccccc2C(=O)N(C)C(C)C)CC1	2	-7
O=C(Nc1ccc(F)cc1)C1CC(c2ccccc2)=NO1 (stereo not drawn)	1	-4
Cc1cc(C)c2c(N3CCCCC3)nc(C(=O)NC(C)C)nc2n1	8	-7
CC(NC(=O)CN1CCOCC1)C1CC1 (stereo not drawn)	-9	-2
COc1ccccc1C(=O)N1CCN=C1SC	-7	-3
Cc1cccc(Nc2ccc(N3CCN(C(=O)c4cccs4)CC3)nn2)n1	-14	-9
CC(C)C1Cc2c(sc3c2c(=O)n(-c2ccccc2)c2nncn32)CO1 (stereo not drawn)	1	-1
COc1ccc(OC)c(-c2ccc(=O)n(CC(=O)N3CCc4ccccc43)n2)c1	23	-16
CC(C)C(=O)N1CCC(CCOc2ccccc2)CC1	-10	-5
O=C(c1ccccc1)N1CCc2sc(C(=O)N3CCCCCC3)cc2C1	3	-3
Cc1cccc(C2N(c3cccc(Cl)c3)C(=O)C3CCCN32)c1 (stereo not drawn)	-12	-8
CC(C)c1cc(C(C)C)c(S(=O)(=O)NCc2cccnc2)c(C(C)C)c1	26	1
Cc1cc(NS(=O)(=O)c2ccc(NC(=O)C3CCCCC3C(=O)O)cc2)nc(C)n1 (stereo not drawn)	7	4
COc1ccc(NC(=O)N2CCc3cn(C)c4cccc(c34)C2)cc1	19	-2
COC1C2C3CC4C5C3C1C5C(O)(c1ccccc1)C42 (stereo not drawn)	-6	-4
COc1cccc2sc(NC(=O)NCc3cccs3)nc12	-10	-10
COc1ccc(-c2ccc([C@H]3[C@@H]4C=CCC[C@@]4(C)C(=O)N3Cc3ccccc3)c(F)c2)cc1OC	37	0
Cc1cccc(/C=C/c2ccc3cccc(O)c3n2)c1O	38	-3
Cc1ccc(C(=O)N(Cc2ccccc2)C(C)C)cc1[N+](=O)[O-]	2	1
Cc1[nH]n(-c2cccc(Cl)c2)c(=O)c1C=Nc1ccccc1I	11	-1
CCOc1ccc(CN2C(=O)CCC2(C)C(=O)NCc2cccnc2)cc1 (stereo not drawn)	1	0
COc1ccc(C2=NC3(CCCCCC3)N(CC(=O)Nc3ccc(Cl)cc3)C2=O)cc1	90*	-3
N#Cc1cccc(-c2cn3c(n2)N(C(=O)c2cccnc2)CCC3)c1	4	2
O=[N+]([O-])c1ccccc1S(=O)(=O)n1nnc2ccccc21	-3	-3
O=c1c(-c2ccc([N+](=O)[O-])cc2)coc2cc(Br)ccc12	-3	-9
COc1ccc(C2=N/C(=C\c3ccc(Cl)cc3)C(=O)O2)c(Cl)c1	-6	-5
CCC(=O)Nc1ccc(S(=O)(=O)Nc2ccc(Cl)nn2)cc1	-5	-5
CN1CCN(C(=O)Nc2ccc(Cl)c(Cl)c2)CC1	10	0
COc1ccc(C(=O)Cn2c(C)nc([N+](=O)[O-])c2Br)cc1	8	13
O=C(Nc1cccc(Cl)c1)c1ccc(NCc2cccnc2)c([N+](=O)[O-])c1	10	-2
Later entries.
SMILES	mHTT-CaM PPI inh	Pf apPOL block
CCn1c(SCCn2c([N+](=O)[O-])cnc2C)nc2c1c(=O)n(C)c(=O)n2C	-5&-2	-2&2
CC(=O)Nc1nc(-c2cccnc2)cs1	-3	1&-1
Cc1c(C(=O)CN2CCN(c3ccc(C(F)(F)F)cn3)CC2)sc2ccccc12	nt	-19
Nc1ccc2[nH]c3c(c2c1)CCCC3	68*	nt
CSc1ccccc1NC(=O)c1ccc(-n2cccn2)nn1	-8	2
C=CCN(CC=C)S(=O)(=O)c1ccc(C(=O)Nc2nnc(COC)o2)cc1	20&19	-20&-14
Cn1ccc2ccn(CC(=O)Nc3cccc(Br)c3)c(=O)c21	-3	-1
CCc1c(C)nc2c(-c3ccc(Cl)cc3)c(C)[nH]n2c1=O	8	-6
CCC1CCCCN1S(=O)(=O)c1ccc(C(=O)Nc2nnc(-c3ccccc3OC)o2)cc1 (stereo not drawn)	3	-1
O=C(O)CCCC(=O)Nc1ccc(C(=O)Nc2nccs2)cc1	16	-10
Cc1cc(C=NNS(=O)(=O)c2ccc(F)c(Cl)c2)no1	nt	2
Cc1cc(OCC(=O)Nc2cc(F)ccc2F)nc(N2CCC(C)CC2)n1	-4	-2
O=C(Nc1cccc(-c2nc3ccccc3[nH]2)c1)c1cccc(C(F)(F)F)c1	10	-4
O=CNc1nc(C2COc3ccccc3O2)cs1 (stereo not drawn)	1	-6

Filtered by structure: the entries above containing fluorine
SMILES	mHTT-CaM PPI inh	Pf apPOL block
COC(=O)c1cc(Nc2ccc(F)cc2)c2cccc(F)c2n1	-9	-3
O=C(CCc1nc(-c2ccc(Cl)cc2)no1)NNS(=O)(=O)c1cc(C(F)(F)F)cc(C(F)(F)F)c1	nt	4&2
O=C(CSc1nc2[nH]ncc2c(=O)n1-c1ccc(Cl)cc1)Nc1ccccc1F	17	1
O=C(NCC1CCN(Cc2ccccc2)CC1)C(=O)Nc1ccc(F)cc1F	-6	-5
O=C(/C=C1\Sc2ccccc2N(Cc2ccccc2F)C1=O)N1CCCC1	15	32
Cn1c(=O)c2c(-c3ccccc3)n(-c3ccc(F)cc3)cc2n(C)c1=O	41	75*
O=C(Nc1cccc(Cl)c1)c1cc(S(=O)(=O)N2CCc3ccccc3C2)ccc1F	2	-11
O=C(Nc1ccc(Cl)cc1F)C1CCN(c2cncnc2N2CCCC2)CC1	1	0
Cn1nc(NC(=O)Cn2ccc(C(F)(F)F)n2)c2ccccc21	nt	4
O=C(Nc1ccc(F)cc1)C1CC(c2ccccc2)=NO1 (stereo not drawn)	1	-4
COc1ccc(-c2ccc([C@H]3[C@@H]4C=CCC[C@@]4(C)C(=O)N3Cc3ccccc3)c(F)c2)cc1OC	37	0
Cc1c(C(=O)CN2CCN(c3ccc(C(F)(F)F)cn3)CC2)sc2ccccc12	nt	-19
Cc1cc(C=NNS(=O)(=O)c2ccc(F)c(Cl)c2)no1	nt	2
Cc1cc(OCC(=O)Nc2cc(F)ccc2F)nc(N2CCC(C)CC2)n1	-4	-2
O=C(Nc1cccc(-c2nc3ccccc3[nH]2)c1)c1cccc(C(F)(F)F)c1	10	-4

Compound activity as filed in PubChem BioAssay.
